Compound activity deposited in PubChem by National Center for Advancing Translational Sciences (NCATS).
Cycloheximide cs – Cycloheximide Counterscreen for Small Molecule Inhibitors of Shiga Toxin. cell reporter, cycloheximide protein synthesis inhibition counterscreen. AID 2314, 2010. actives 12% (n = 300,000). max response, %; in the data active = max response mostly above about 13%, no sharp cut-off; inactive = mostly below about 14%; note: read at 38.3 µM for the half of the compounds with a filed dose; 0% is about no effect
FBPA Giardia inh – qHTS Assay for Inhibitors of Fructose-1,6-bisphosphate Aldolase from Giardia Lamblia; Potency, µM (top dose mostly 59.6 µM), for the others: at the top dose activity, negative = inhibition, hits mostly inhibitors; AID 2451, 2010; actives 0.71% (n = 290,000); purified Giardia FBPA; A8B2U2; note: potency is the fitted concentration of half-maximal effect; % is set by controls: 0 for no effect and ±100 for the full control effect; nearly all actives have a fitted effect of over 55% in size
Target sequence (A8B2U2 whole entry, looked up): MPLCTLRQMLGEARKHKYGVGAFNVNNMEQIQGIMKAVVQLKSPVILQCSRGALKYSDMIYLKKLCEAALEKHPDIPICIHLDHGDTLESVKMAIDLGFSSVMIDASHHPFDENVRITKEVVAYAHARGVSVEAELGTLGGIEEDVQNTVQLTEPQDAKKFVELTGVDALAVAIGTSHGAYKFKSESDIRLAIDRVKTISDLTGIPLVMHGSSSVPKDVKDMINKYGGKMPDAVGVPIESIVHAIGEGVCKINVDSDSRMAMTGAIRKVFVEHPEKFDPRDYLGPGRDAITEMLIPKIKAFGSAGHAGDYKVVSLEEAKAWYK
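Giardia FBPA (40 nM reagent) was preincubated 10 min at RT with compound (up to 57.5 uM final), then substrate plus GAPDH/TPI/NAD/arsenate coupling system with diaphorase/resazurin was added; resorufin fluorescence (525/598 nm) was read after 20 min.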
Pf growth 96h – Primary qHTS for delayed death inhibitors of the malarial parasite plastid, 96 hour incubation; AID 504834, 2011; actives 6.9% (n = 320,000); P. falciparum luciferase reporter growth, 96 h; Potency, µM (top dose mostly 28.7 µM), without a hit: at the top dose activity change, negative = inhibition, usual class: inhibitors; note: potency is the fitted concentration of half-maximal effect; % is set by controls: 0 for no effect and ±100 for the full control effect
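Delayed-death screen, second-generation endpoint: infected erythrocytes, 2% hematocrit, 0.05% parasitemia final; 96 hours at 37 C, 5% CO2; luciferase detection reagent; luminescence decrease equals reduced growth.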
HCV inh – qHTS Assay for Inhibitors of Hepatitis C Virus (HCV); Huh7.5.1 HCVcc-Cre infection, luciferase reporter, 44 h; Potency, µM (doses to about 41.8 µM), for the others: top-dose activity change, negative = inhibition, most hits filed as inhibitors; actives 3.4% (n = 340,000); note: potency is the fitted concentration of half-maximal effect; % is set by controls: 0 for no effect and ±100 for the full control effect
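Compounds are dispensed onto cells plated 4 h earlier at 1,000 per well, with HCVcc-Cre virus (about 0.5 moi) added next. Following 44 h of culture, luminescent signal is measured for 15 sec after 15 min with substrate at room temperature.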
Shiga inhibitor – A qHTS for Small Molecule Inhibitors of Shiga Toxin; Vero cells, Shiga toxin protein synthesis inhibition reporter; inhibition, % at 38.7 µM; actives 9.2% (n = 290,000); in the data active = inhibition mostly above about 28%, no sharp cut-off; inactive = mostly below about 43%; note: 0% is about no effect
Pf growth 48h – Primary qHTS for delayed death inhibitors of the malarial parasite plastid, 48 hour incubation | Potency, µM (titrated, usually from 28.7 µM), for inactives: top-dose activity change, negative = inhibition, most hits filed as inhibitors | AID 504832, 2011 | P. falciparum luciferase growth in erythrocytes, 48 h | actives 5.9% (n = 310,000); note: potency is the fitted concentration of half-maximal effect; % is set by controls: 0 for no effect and ±100 for the full control effect
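Read-out is firefly luciferase luminescence from an integrated reporter in P. falciparum, so falling signal marks reduced parasite growth. Infected erythrocytes were at 2% hematocrit and 0.1% parasitemia (final) in Albumax-supplemented RPMI 1640.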
The depositor's hits bear a star; ? = inconclusive; . = no result given; & = joins results of further samples; [ ] = remark or other dose. Unless noted, calls come from the whole dose curve; as a rule, active = well fitted curve in the direction sought with a large enough effect; inconclusive = small, poorly fitted or top-dose-only effect, or another doubt; inactive = no such curve, though single readings can be large; an effect the other way counts as inactive or inconclusive. Hits appear at their usual frequency. About 24% of those tested had a hit in this group.

Every second line gives: Cycloheximide cs, FBPA Giardia inh, Pf growth 96h, HCV inh, Shiga inhibitor, Pf growth 48h
> CCOCC(=O)Nc1cc(Cl)ccc1C
  -2, 2%, 21%, 9%, -5, 23%
> O=c1cc(-c2ccccc2)[nH]c2nc3ccccc3n12
  40*, -7%, ?, -13%, 64*, ?
> CCCSC1=C(C#N)C(c2ccccc2OCC)CC(=O)N1 (configuration not stated)
  -3, 0%, 5.2µM*, ?, -13, ?
> S=C(NC1CCCCC1)N1CCOCCOCCN(C(=S)NC2CCCCC2)CCOCC1
  -1, -5%, 4.7µM*, 20%, -2, 12µM*
> Cc1ccn2cc(CSc3ccccc3)nc2c1
  47*, -11%, ., -19%, 111*, 175%[activator]
> CNC(=O)/C(C#N)=C/c1ccc(-c2ccc(OC)cc2[N+](=O)[O-])o1
  56*, -1%, ?, 13%, 27*, ?
> O=C(O)/C(=C\c1ccc(Cl)cc1)c1ccc(S(=O)(=O)N2CCCC2)s1
  ., ., ?, 0%, ., 2%
> CSCC[C@H](NC(=O)[C@@H](NC(=O)CNC(=O)[C@H](CC(=O)O)NC(=O)[C@H](CCSC)NC(=O)[C@@H](N)Cc1ccc(O)cc1)[C@@H](C)O)C(=O)N[C@@H](CO)C(=O)N[C@@H](CCC(N)=O)C(=O)N[C@H](C(=O)O)C(C)C
  -8, 0%, ., ., -3, .
> Cc1cc(C)c2nc(SCC(=O)NC(=O)c3cccn3C)cc(C)c2c1
  3, 4%, -13%, -12%, 20, -14%
> O=C(CN1CCC(C(O)(c2ccccc2)c2ccccc2)CC1)Nc1ccccc1
  -5, 2%, ?, ?, 2, 10µM*
> CCCCNC(=O)C1C2C=CC3(CN(Cc4ccc(C)cc4)C(=O)C13)O2 (configuration not stated)
  -4, 0%, 10µM*, 20%, -13, 1%
> Cc1ccc(-n2c(-c3ccccc3)c[n+]3c2CCC3)cc1
  3, 5%, 0.74µM*, -29%, -8, 1µM*
> Cc1cc(C)n(C(=O)c2cccc(S(=O)(=O)N3CCOCC3)c2)n1
  -2, -2%, -21%, 1%, -10, ?
> Cc1ccc(S(=O)(=O)N(C)Cc2ccc(C(=O)N/N=C/c3ccc(OC(F)F)cc3OC(F)F)cc2)cc1
  -2, -4%, ?, ?, -7, -11%
> C#CCn1cc(Cl)cc(C(=O)Nc2ccccc2)c1=O
  17*, 4%, 0%, ?, 2, 25%
> CCOC(=O)c1ccccc1NC(=O)COC(=O)CCNS(=O)(=O)c1ccc(C)c(C)c1
  ., ., 2%, -4%, ., -17%
> Cc1noc(/C=C/N(C)C)c1S(=O)(=O)N1CCCC(C(=O)NCCC2=CCCCC2)C1 (configuration not stated)
  -1, 10%, ?, ?, 9, ?
> Cc1ccc(C(c2ccc(C)o2)c2cccc([N+](=O)[O-])c2O)o1
  -2, 1%, 4.7µM*, 8%, -9, 7.4µM*
> Cc1ccc2nc(C)cc(N/N=C/c3ccccc3O)c2c1
  22*, 12%, -5%, -14%, 27*, 36%[activator]
> COCCN1CN=C(Nc2nc3ccccc3o2)NC1
  27*, ., 3%, 3%, 35, 21%
> COc1cc(/C=N/NC(=O)CCc2ccccc2)ccc1O
  20, 1%, 92%[activator], 1%, -19, 3%
> CC(=O)Nc1ccc(OS(=O)(=O)c2ccc(C(C)(C)C)cc2)cc1
  12*, 3%, 48%[activator], ., 34, -1%
> COc1ccc(-c2ccccc2NC(=O)C2CCCN(Cc3ccc(C)o3)C2)cc1 (configuration not stated)
  -1, ., ?, -29%, -10, ?
> CCN(CC)c1nc2ccccc2n2cnnc12
  -3, 3%, 18%, ?, -12, ?
> Cc1ccc(S(=O)(=O)NCc2nc3ccccc3c(=O)n2N)cc1
  7, -7%, 19%, -4%, 14, -2%
> CN(C)c1ccc(CNC(=O)C2CCC(CNc3c(N4CCCCC4)c(=O)c3=O)CC2)cc1 (configuration not stated)
  -2, 8%, -24%, -12%, -8, ?
> O=C(C/C=N/OCc1c(Cl)cccc1Cl)c1ccc(Cl)cc1
  16, 4%, 0%, -5%, 17, ?
> CC1CCC2(CC1)NC(=O)N(CC(=O)Nc1ccc3c(c1)OCCCO3)C2=O (configuration not stated)
  ., ., 2%, 13%, ., ?
> COC(=O)c1ccc(NC(=O)C(C)Oc2ccccc2)cc1 (configuration not stated)
  -5, -4%, -26%, 0%, -7, .
> Cc1onc(C(=O)N2CCC(Cc3ccccc3)CC2)c1[N+](=O)[O-]
  -4, 6%, ?, ?, -7, ?
> COc1ccc(CCN(C)C(=O)CSc2nnc(C3CC3)n2N)cc1OC
  ., ., 1%, ?, ., -1%
> O=C(CCc1nc2ccccc2c(=O)[nH]1)Nc1cc(C(F)(F)F)ccc1N1CCCC1
  ., ., ?, 11%, ., ?
> CC(=O)N1CCN(Cc2nc3cc(NC(=O)c4ccccc4)ccc3n2C)CC1
  23, -11%, -12%, 5%, 26, ?
> COCC(C)n1c(SCC(=O)Nc2ccc3c(c2)OCCO3)nc2ccccc2c1=O (configuration not stated)
  ., ., ?, 25%, ., ?
> Oc1ccc(-c2onc(C(F)(F)F)c2-c2cscn2)c(O)c1
  0, -2%, 48%[activator], ?, -10, ?
> CCCC1NC(=S)N(C2CCCCC2)C1=O (configuration not stated)
  -2, 2%, 2.9µM*, 4%, -14, 0%
> O=C(CSc1nc2cccnc2n1Cc1ccccc1)NCc1ccco1
  11, -4%, ., -14%, 5, ?
> COc1ccc(Cl)cc1S(=O)(=O)NC(C)C(=O)NCc1ccccn1 (configuration not stated)
  -3, -7%, 7%, 12%, -6, 32%[activator]
> CCC(=O)NNC(=O)CCC(=O)Nc1ccc(C)cc1C
  -4, 7%, ?, 3%, -8, 11%
> O=C(c1ccccc1)c1nc2ccccc2n(CCCn2c(=O)c(C(=O)c3ccccc3)nc3ccccc32)c1=O
  -1, -2%, ?, 0%, 9, 3.7µM*

Arranged by count of non-hydrogen atoms (high to low): four of the compounds above
Every second line gives: Cycloheximide cs, FBPA Giardia inh, Pf growth 96h, HCV inh, Shiga inhibitor, Pf growth 48h
> COc1ccc(-c2ccccc2NC(=O)C2CCCN(Cc3ccc(C)o3)C2)cc1 (configuration not stated)
  -1, ., ?, -29%, -10, ?
> CC(=O)N1CCN(Cc2nc3cc(NC(=O)c4ccccc4)ccc3n2C)CC1
  23, -11%, -12%, 5%, 26, ?
> COc1ccc(Cl)cc1S(=O)(=O)NC(C)C(=O)NCc1ccccn1 (configuration not stated)
  -3, -7%, 7%, 12%, -6, 32%[activator]
> O=C(C/C=N/OCc1c(Cl)cccc1Cl)c1ccc(Cl)cc1
  16, 4%, 0%, -5%, 17, ?

More compounds:
Every second line gives: Cycloheximide cs, FBPA Giardia inh, Pf growth 96h, HCV inh, Shiga inhibitor, Pf growth 48h
> CCCNC(=O)Cn1c(=O)/c(=C\c2ccc(-c3cccc([N+](=O)[O-])c3)o2)s/c1=C\C(=O)C(C)(C)C
  -1, -7%, 1.3µM*, -29%, 8, 1.7µM*
> C=CCNC(=O)c1c(CS(=O)(=O)c2ccccc2)noc1C(=O)NCc1ccccc1
  ., ., 51%[activator], 24%, ., 19%
> Cc1ccc(C(=O)O)cc1-c1ccc(/C=C2\SC(=O)N(CC(=O)Nc3ccccc3)C2=O)o1
  -5, -6%, 22%, 13%, -16, 8%
> O=C(CCc1nc2ccccc2c(=O)[nH]1)NNC(=O)c1ccc(F)cc1
  ., ., -16%, 17%, ., 10%
> O=C(c1ccccc1F)c1cn(Cc2ccc(F)cc2)c2ccccc12
  1, -7%, 7.4µM*, 8%, -9, -5%
> CN=C(Nc1cccnc1)c1ccccc1
  -3, 5%, 7%, -11%, -7, -3%
> COc1ccc(C(=O)NC(C)c2cc(OC)c(OC)cc2Br)cc1 (configuration not stated)
  -1, 20%, -3%, 11%, -16, 30%
> COc1ccc(N2CCN(C(=O)c3ccc4c(c3)OCO4)CC2)cc1
  12, 8%, -9%, 4%, 13, 32%[activator]
> CC1CCN(C2=C(NS(=O)(=O)c3ccccc3)C(=O)c3ccccc3C2=O)CC1
  20*, ?, ?, -23%, 20, ?
> Cc1ccccc1C(NC(N)=O)c1ccccc1 (configuration not stated)
  5, 1%, ., 19%, -18, -4%
> N#CCN1CCC/C1=C\[N+](=O)[O-]
  9, -8%, 45%[activator], 11%, -5, .
> Cc1ccc(NC(=O)Cn2c(=O)n(Cc3ccco3)c(=O)c3ccccc32)c(C)c1
  1, 0%, ., -8%, 13, .
> COCCOC1CCN(Cc2cn(Cc3ccccc3)nc2-c2cc3ccccc3o2)CC1
  -4, 0%, 30%[activator], 2%, -5, ?
> O=C(Nc1ncc2c(n1)CC(c1ccccc1)CC2=O)c1ccco1 (configuration not stated)
  -3, 6%, ?, -6%, -5, -16%
> COc1cc(OC)cc(C(=O)N[C@H](C(=O)NCc2ccccc2)C(C)C)c1
  -1, 9%, -25%, ?, -3, -20%
> Cc1cc(NC(=O)COC(=O)C2CCN(S(=O)(=O)c3ccc(Cl)cc3)CC2)no1
  7, 10%, 61%[activator], 21%, -14, .
> O=C(NCc1ccccc1)Nc1cccn(Cc2c(F)cccc2Cl)c1=O
  5, -25%, -39%, ?, -6, -24%
> CCCCn1c(N)c(N(CCOC)C(=O)c2ccc(-c3cccc(C(F)(F)F)c3)o2)c(=O)[nH]c1=O
  ., ., 7.4µM*, -3%, ., 13µM*
> COc1ccc(N2CCN(CCC(N)=O)CC2)cc1
  1, 6%, 54%[activator], -7%, -8, .
> COc1ccc(C(NC(C)=O)c2nccc3cc(OC)c(OC)cc23)cc1OC (configuration not stated)
  -2, 3%, -14%, 10%, -4, -2%
> CCOCCCn1c(C)nc2c[n+](CC(=O)c3ccc4ccccc4c3)cc(Br)c21
  1, 1%, ?, 4%, 4, ?
> CCc1ccccc1NC(=O)c1onc(C)c1Cl
  4, 5%, -9%, 1%, 12, .
> COCCCN=C(c1ccco1)n1c(=S)nc(-c2ccco2)n(CCCOC)c1=S
  28*, ?, 27%, -12%, 62*, 5%
> CCOC(=O)/C=C/C(=O)OCC(=O)Nc1ccc(Cl)cc1Cl
  3, 0%, 6%, 15%, -18, -11%
> CCOP(=O)(c1ccc(N(C)C)cc1)C(O)c1ccc(C)cc1 (configuration not stated)
  -4, 4%, -9%, 19%, -4, -9%
> CC(=O)Nc1ccc(-c2csc(NC(=O)CCCc3cccs3)n2)cc1
  9, -17%, -17%, -17%, 28, -19%
> N#Cc1cc(-c2ccc(Cl)cc2)cnc1Sc1ccccc1
  11, -1%, ?, 12%, -12, 0%
> CCN(CC)S(=O)(=O)c1ccc(Cc2ncc(C(F)(F)F)cc2Cl)s1
  -1, -7%, ?, ?, -9, .
> Cc1nn(Cc2ccccc2)c(C)c1C(=O)Nc1ccc(N2CCOCC2)cc1
  -1, 0%, -2%, 1%, 16, .
> COc1ccc(C2CC(c3ccccc3)Oc3cc(OC)c(OC)c(OC)c32)cc1 (configuration not stated)
  19&9, -19%&-3%, ., ., -2&-12, .
> O=C(COc1ccc2ccc(=O)oc2c1)Nc1ccc2c(c1)OCCO2
  13*, -2%, 4%, -19%, 9, 7%
